Screens as filed in PubChem BioAssay.
M. tuberculosis = growth inhibition of non-replicating M. tuberculosis (AID 488890) | Mycobacterium tuberculosis non-replicating, growth inhibition; higher % means a stronger effect | inhibition, % at 25 µM; hits with a dose series show IC50 in µM | actives 0.39% (n = 320,000); in the data active = a potency from the dose series; inconclusive = inhibition mostly from about 82% at the one dose, without a potency; inactive = the rest, 99 in 100 with inhibition below about 76%;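 note: plate controls were DMSO cells for no effect and high antibiotic wells for full effect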
influenza NS1A = H1N1 influenza NS1A inhibitors, functional cell based assay (AID 504329); NS1A functional cell-based assay, percent inhibition; higher % means a stronger effect; actives 0.3% (n = 340,000); inhibition, % at 12.5 µM; hits with a dose series show IC50 in µM; in the data active = a potency from the dose series; inconclusive = inhibition above about 27% without an active follow-up result; note: strong numbers were not always called active
VEEV TC-83 Vero = inhibitors of VEEV TC-83 cytopathic effect, confirmation, Vero cells (AID 588727) | actives 0.13% (n = 350,000) | inhibition, % at 20 µM, or IC50 in µM where a hit was titrated | Vero cells, VEEV TC-83 cytopathic effect inhibition; higher % means a stronger effect; in the data active = a potency from the dose series; inconclusive = inhibition mostly from about 14% at the one dose, without a potency; inactive = the rest, 99 in 100 with inhibition below about 12%; note: strong numbers were not always called active
PhoP GFP inhibition = PhoP regulon inhibitors, Salmonella typhi PhoP promoter GFP reporter, confirmatory (AID 1850); one-dose inhibition, % at 50 µM; IC50 in µM for titrated hits; actives 0.33% (n = 310,000); Salmonella Typhi PhoP-promoter GFP reporter, fluorescence, 4 h; higher % means a stronger effect; in the data active = a potency from the dose series; inconclusive = inhibition mostly from about 25% at the one dose, without a potency; inactive = the rest, 99 in 100 with inhibition below about 19%;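 note: 0% = induced wells with vehicle and 100% = uninduced wells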
M. tuberculosis HTS = M. tuberculosis growth inhibition, HTS (AID 449762). inhibition, % at 25 µM; hits with a dose series show IC50 in µM. M. tuberculosis H37Rv growth inhibition, 7H9 media; higher % means a stronger effect. actives 0.59% (n = 330,000); in the data active = a potency from the dose series; inconclusive = inhibition above about 70% without an active follow-up result;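 note: bacterial growth assessed after seven days of incubation; strong numbers were not always called active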
VEEV TC-83 Vero 10K pilot screen = further read-out of VEEV TC-83 Vero, marked with its call; inhibition, %; measured here: 10K pilot screen inhibition
An asterisk follows results filed as active; i = inactive; ? = inconclusive; · = no result given; & = joins results of further samples.

Start of the data: the first two records as a preview:
SMILES	M. tuberculosis	influenza NS1A	VEEV TC-83 Vero	PhoP GFP inhibition	M. tuberculosis HTS	others
N#Cc1nc(Cc2cccc3ccccc23)oc1N1CCCCC1	-3%	23%	0.2%	-7%	0%
O=C(O)Cc1nc2nc3c(c(=O)n2[nH]1)CCCC3	4%	-9%	i	-2%	2%

The listing, repeating the preview:
SMILES	M. tuberculosis	influenza NS1A	VEEV TC-83 Vero	PhoP GFP inhibition	M. tuberculosis HTS	others
N#Cc1nc(Cc2cccc3ccccc23)oc1N1CCCCC1	-3%	23%	0.2%	-7%	0%
O=C(O)Cc1nc2nc3c(c(=O)n2[nH]1)CCCC3	4%	-9%	i	-2%	2%
CCN(CC)c1ccc(CNCCc2ccc(F)cc2)cc1	27%	27%	i	13%	10%
Cc1ccc2occ(-c3nn[nH]n3)c(=O)c2c1	19%	6%	0.2%	-4%	0%
Cc1n[nH]c(C)c1S(=O)(=O)N1CCC(C(=O)N2CCn3c2nc2ccccc23)CC1	-5%	-2%	0.2%	-7%	-6%
O=C(/C(=N\Nc1ccc(Br)cc1)Sc1nnnn1-c1ccccc1)c1ccccc1	1%	4%	0.6%	0%	2%
COc1cc2c(cc1OC)CN(C(=O)Nc1ccccc1Cl)CC2	2%	1%	1.5%	-8%	-7%
CC(C)(C)CC(C)(C)NC(=O)c1ccc2snnc2c1	57%	-10%	1.2%	12%	1%
O=C(O)C1CSCN1S(=O)(=O)c1cccc2nsnc12 (stereo not given)	5%	-6%	0.1%	-2%	-9%
COc1ccc(N(CC(=O)NC2CCCC2)C(=O)Cn2nnc(-c3ccc(F)cc3)n2)cc1OC	3%	3%	0.2%	-8%&-5%	-4%
CCOc1ccc(CCNC(=O)CCCN2C(=O)c3ccccc3C2=O)cc1OCC	5%	4%	0.1%	-13%	-4%
O=C(O)c1ccc2c(c1)-c1cc(C(=O)O)ccc1S2(=O)=O	-14%	-10%	i	-2%	4%
CCC(C)[C@H](NC(=O)N1CC(=O)Nc2ccccc21)C(=O)N1CCC[C@H]1C(=O)O (stereo not given in full)	13%	-1%	0.4%	0%	-2%
Cc1nn(C)cc1C(C)NC(=O)c1cc(COc2cccc3cnccc23)on1 (stereo not given)	0%	11%	5.4%	-5%	8%
COC(=O)c1[nH]c2ccc(Cl)cc2c1NC(=O)Oc1ccccc1	6%	5%	1.3%	0%	10%
COc1ccc(C(=O)NC2CC(C)(C)Cc3c2cnn3-c2ccccc2)cc1OC (stereo not given)	29%	-5%	3.4%	0%	4%
COc1ccccc1NC(=O)C(C)OC(=O)C1CCC(C(C)(C)C)CC1 (stereo not given)	4%	-7%	0.6%	-10%	-8%
O=C(O)/C=C/C(=O)NCC1CCC(CNC(=O)/C=C/C(=O)O)CC1 (stereo not given)	-8%	·	0.9%	0%	?
CC(=O)Nc1ccc(C(=O)COC(=O)c2ccco2)c(F)c1	-4%	-7%	3.1%	·	-13%
COCCNC(=O)C1CCC(Cn2c(=S)[nH]c3ccccc3c2=O)CC1 (stereo not given)	24%	1%	4.6%	-14%	-1%
S=c1[nH]nc(-c2cccnc2)o1	2%	-2%	0.8%	12%	-3%
COc1cc2c(c(OC)c1OC)-c1ccc(O)c(=O)cc1[C@@H](N)CC2	13%	9%	0.2%	-1%	-3%
CCOc1ccc(NC(=O)CSc2nnc(N)s2)c([N+](=O)[O-])c1	-4%	-9%	1.5%	-9%	5%
Cc1ccccc1NS(=O)(=O)c1ccc(OCC(=O)NCC2CCCO2)cc1 (stereo not given)	-9%	0%	2.0%	-3%	-2%
N#Cc1ccc(Oc2ccc(S(=O)(=O)N3CCCCC3)cn2)cc1	9%	7%	0.3%	-8%	2%
Cc1oc(C(=O)Nc2ccc(C(=O)O)cc2)cc1COc1ccccc1	18%	-2%	i	2%	-3%	VEEV TC-83 Vero 10K pilot screen=1.3
Cc1ncc([N+](=O)[O-])n1Cc1ccc(Cl)cc1	6%	-2%	i	11%	-16%
CC(C)N1C(=O)N(c2cccc(Cl)c2)C(C)(O)CC1(C)C (stereo not given)	-12%	19%	1.3%	2%	4%
Cc1occc1C(=O)N/N=C/c1ccc(-c2cccc([N+](=O)[O-])c2)o1	6%	-3%	11%	6%	-2%
Cc1cc(=O)[nH]c(Nc2ccc(C(=O)OC(C)C)cc2)n1	11%	4%	3.6%	10%	3%
Cc1ccc(-c2nnn(CC(=O)N(c3ccccc3F)C(CC(C)C)C(=O)NCC3CCCO3)n2)cc1 (stereo not given)	11%	-1%	2.9%	-2%	-9%
CN1CCN(C(=O)C2=C[C@H](c3ccc4c(c3)OCO4)C[C@H](OCCCCO)O2)CC1	5%	0%	1.6%	-5%	-2%
O=C(NCCC(c1ccccc1)c1ccccc1)c1cccs1	7%	-4%	i	3%	13%
O=C(Nc1ccc2c(c1)OCO2)c1cc2nc(C3CC3)cc(C(F)(F)F)n2n1	·	-2%	2.1%	·	·
O=C(Nc1cc2c3c(c1)CC(=O)N3CCC2)c1ccccc1Br	-13%	-10%	2.9%	9%	8%
CCSc1c([N+](=O)[O-])c(=O)n(-c2ccccc2)c2ccccc12	19%	4%	6.9%	3%	9%
Cc1ccc(C)c(NS(=O)(=O)c2ccc(NC(=O)c3ccco3)cc2)c1	-8%	-4%	0.6%	22%	-1%
CC(=O)Nc1ccc(NC(=O)c2ccccc2F)cc1	-4%	-6%	i	-7%	-9%
C=CCn1c(SCc2ccccc2)nnc1-c1cccnc1	3%	-1%	2.0%	-8%	-6%
O=C(CC1C(=O)NCCN1Cc1cccc(C(F)(F)F)c1)NCCc1cnccn1 (stereo not given)	-3%	-4%	2.5%	-9%	-5%
COc1ccc(-c2c(NC(=O)c3ccco3)oc3ccccc3c2=O)cc1	16%	4%	0.4%	-10%	-4%
O=C(Cc1ccc(S(=O)(=O)N2CCCC2)s1)N1CCN(c2ccc(F)cc2)CC1	21%	5%	0.5%	9%	-8%
CN1CCN(C(=O)c2cn(C)c3ccc(S(=O)(=O)N(C)C4CCCCC4)cc3c2=O)CC1	1%	10%	i	-1%	-3%
Cc1sc2ncnc(N/N=C/c3ccc(O)cc3)c2c1C	14%	-7%	2.4%	4%	0%
CC(C)(C)C(=O)COC(=O)c1cc2ccccc2cc1O	?	-6%	3.5%	8%	?
Cc1ccc(CN2C(=O)C(Cc3ccccc3)Nc3ncnc(N4CCCCC4)c32)cc1 (stereo not given)	37%	-6%	1.6%	0%	4%
O=C(COC(=O)C1=Cc2ccccc2OC1)NC1CCCC1	14%	0%	0.4%	-17%	-4%
O=C1OC(Nc2ccc(Cl)cn2)c2ccccc21 (stereo not given)	-2%	6%	0.6%	-31%	0%
CCN(CC)c1ccc(/C=N/NC(=O)C2CC2)cc1	10%	-2%	8.0%	-7%	-3%
CCN(CC(=O)NCc1ccc(Cl)cc1)C(=O)c1sccc1C	11%	-13%	5.7%	·	5%
COC(=O)c1nn(-c2cccc(Cl)c2)cc(OC)c1=O	-16%	-8%	i	9%	-3%
CCO[C@@H]1OC(C(=O)O)=C[C@H](c2ccccc2)[C@H]1CCCO	-15%	-9%	1.0%	-7%	4%
COc1ccc(CCC(=O)N2CCN(c3ccc([N+](=O)[O-])cc3)CC2)cc1OC	4%	-22%	0.2%	4%	6%
CN(C(=O)c1ccc(OC2CCN(S(=O)(=O)N(C)C)CC2)cc1)C1CCCCC1	33%	-7%	0.3%	-21%	22%
Cc1ccc(Nc2nc(N)nc(CC#N)n2)cc1	16%	-3%	1.3%	-6%	43%
COc1ccc(NCc2nnc(SCC(=O)c3ccc(OC)cc3)n2C)cc1	58%	4%	5.4%	-2%	?
Cc1nn(C)c(Cl)c1CN1CCC(Oc2ccc(C(=O)N3CCCC3)cc2)CC1	-2%	-7%	0.2%	-1%	-2%
COc1cc(OC)c(OC)cc1/C=N/NC(=O)c1ccc(CSc2nc(C)cc(C)n2)cc1	-2%	-10%	1.3%	-8%	4%
CCn1cc(/C=N\NC(=O)c2ccc(F)cc2)cn1	i	-5%	0.0%	9%	0%
O=C(CN1C(=O)C2CC=CCC2C1=O)NCC1COc2ccccc2O1 (stereo not given)	1%	5%	4.8%	-12%	4%
Next records follow:
SMILES	M. tuberculosis	influenza NS1A	VEEV TC-83 Vero	PhoP GFP inhibition	M. tuberculosis HTS	others
Cc1ccccc1CNC(=O)/C=C\C(=O)O	-23%	3%	i	-2%	4%
CC(C)=CCN1CCN(Cc2nc(-c3ccc(F)cc3)cs2)CC1CCO (stereo not given)	39%	6%	0.4%	-5%	-5%
Cc1c(O)cc2n(c1=O)-c1ccccc1C2(C)C	-2%	5%	2.4%	-4%	0%
COc1cc(C(c2oc(CO)cc(=O)c2O)c2oc(CO)cc(=O)c2O)cc(OC)c1OC	-1%	-9%	3.7%	-35%	8%
CCCN1CCC(=NNC(=O)CSc2cc(C)c(Br)cc2C)CC1	-18%	-4%	1.3%	-4%	-3%
O=C(OCC#CCSc1nnc(-c2cccc3ccccc23)o1)c1cccs1	?	-11%	i	-7%	35µM*
CC(C)NC(=O)c1ccc(CN2CCC(Cc3ccccc3)CC2)cc1	-11%	-5%	i	-1%	-1%
Cc1nnc2c(N3CCN(CCO)CC3)nc3ccccc3n12	2%	-25%	0.1%	6%	0%
NC(=O)c1cc(S(=O)(=O)NC2CCCCC2)co1	-3%	-5%	i	4%	-8%
COC(=O)c1cc(OC)c(OC)cc1NC(=O)Cn1nnc(-c2ccccc2Cl)n1	0%	-2%	1.1%	-8%	-8%
CSc1ccc(C(=O)C2CCCN(C(=O)Cn3cnnn3)C2)cc1 (stereo not given)	-2%	-8%	1.9%	-11%	-9%
COc1ccc(N(C(=O)c2snc(C(N)=O)c2N)C(C(=O)NCc2ccc(F)cc2)c2ccc(C)o2)c(OC)c1 (stereo not given)	-6%	-10%	3.8%	8%	-2%
Cc1nc2ccccc2c(=O)n1NC(=O)c1ccccc1Cl	-1%	-2%	0.0%	-4%	-3%
CC(CC(F)(F)F)N1CCC(n2nccc2NC(=O)CCOc2ccccc2)CC1 (stereo not given)	-16%	-7%	1.2%	4%	6%
COc1ccc(OCCCC(=O)OCC(=O)Nc2ccc(Cl)cn2)cc1	79%	-6%	2.3%	3%	?

Retrieved by compound from the entries so far, 7 records:
SMILES	M. tuberculosis	influenza NS1A	VEEV TC-83 Vero	PhoP GFP inhibition	M. tuberculosis HTS	others
O=C(O)c1ccc2c(c1)-c1cc(C(=O)O)ccc1S2(=O)=O	-14%	-10%	i	-2%	4%
O=C(Nc1cc2c3c(c1)CC(=O)N3CCC2)c1ccccc1Br	-13%	-10%	2.9%	9%	8%
Cc1nnc2c(N3CCN(CCO)CC3)nc3ccccc3n12	2%	-25%	0.1%	6%	0%
CN(C(=O)c1ccc(OC2CCN(S(=O)(=O)N(C)C)CC2)cc1)C1CCCCC1	33%	-7%	0.3%	-21%	22%
CSc1ccc(C(=O)C2CCCN(C(=O)Cn3cnnn3)C2)cc1 (stereo not given)	-2%	-8%	1.9%	-11%	-9%
O=C(Nc1ccc2c(c1)OCO2)c1cc2nc(C3CC3)cc(C(F)(F)F)n2n1	·	-2%	2.1%	·	·
CC(C)(C)CC(C)(C)NC(=O)c1ccc2snnc2c1	57%	-10%	1.2%	12%	1%

(further entries)
SMILES	M. tuberculosis	influenza NS1A	VEEV TC-83 Vero	PhoP GFP inhibition	M. tuberculosis HTS	others
COc1cccc(C(NC(=O)c2ccccc2F)NC(=O)c2ccccc2F)c1	-5%	-1%	1.6%	1%	8%
CCc1ccc(C(=O)C(C)OC(=O)c2nn(C)c(=O)c3ccccc23)cc1 (stereo not given)	0%	4%	1.8%	5%	-5%
O=C(N(c1ccccn1)c1ccccn1)C12CC3CC(CC(Cl)(C3)C1)C2	-1%	-3%	0.9%	18%	-5%
Cc1nn(C)cc1C(=O)Nc1c(C)nn(Cc2ccccc2Cl)c1C	5%	18%	0.1%	-3%	5%
Cc1ccc(/C(N)=N/OC(=O)CCC2CCCCC2)cc1	42%	-7%	1.1%	13%	-12%
COc1cccc(NC(=S)NCc2ccncc2)c1	59%	-2%	1.1%	-6%	0%
COc1ccc(N(C(=O)c2cc3ccccc3oc2=O)C2C=CS(=O)(=O)C2)c(OC)c1 (stereo not given)	-8%	-1%	5.5%	-6%	0%
Cc1ncsc1CCOC(=O)c1ccc([N+](=O)[O-])cc1	i	-2%	1.6%	-1%	8.1µM*
COc1cc(/C=N/Nc2ncnc3sc4c(c23)CCC4)ccc1O	·	-4%	12%	-3%	·
COc1ccc(CN2CCC(C(=O)N3CCN(c4ccccc4F)CC3)CC2)cc1OC	2%	10%	i	-7%	-5%
CC(C)(C)C1CCC2(CC1)C(Nc1cccc(C(F)(F)F)c1)=NC(=S)N2CC#N (stereo not given)	10%	9%	1.0%	4%	10%
